# Salmonella PhoP GFP = PhoP regulon inhibitors, Salmonella typhi PhoP promoter GFP reporter, confirmatory (AID 1850); 310,000 compounds, 0.33% hits; Salmonella Typhi PhoP-promoter GFP reporter, fluorescence, 4 h; higher % means a stronger effect; inhibition, % at 50 µM; hits with a dose series show IC50 in µM; in the data active = a potency from the dose series; inconclusive = inhibition mostly from about 25% at the one dose, without a potency; inactive = the rest, 99 in 100 with inhibition below about 19%;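 note: 0% = induced wells with vehicle and 100% = uninduced wells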
# M. tuberculosis = growth inhibition of non-replicating M. tuberculosis (AID 488890) | Mycobacterium tuberculosis non-replicating, growth inhibition; higher % means a stronger effect | one-dose inhibition, % at 25 µM; IC50 in µM for titrated hits | 320,000 compounds, 0.39% hits; in the data active = a potency from the dose series; inconclusive = inhibition mostly from about 82% at the one dose, without a potency; inactive = the rest, 99 in 100 with inhibition below about 76%;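 note: plate controls were DMSO cells for no effect and high antibiotic wells for full effect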
# VEEV TC-83 Vero = inhibitors of VEEV TC-83 cytopathic effect, confirmation, Vero cells (AID 588727). Vero cells, VEEV TC-83 cytopathic effect inhibition; higher % means a stronger effect. inhibition, % at 20 µM, or IC50 in µM where a hit was titrated. 350,000 compounds, 0.13% hits; in the data active = a potency from the dose series; inconclusive = inhibition mostly from about 14% at the one dose, without a potency; inactive = the rest, 99 in 100 with inhibition below about 12%; note: strong numbers were not always called active
# influenza NS1A = H1N1 influenza NS1A inhibitors, functional cell based assay (AID 504329) | NS1A functional cell-based assay, percent inhibition; higher % means a stronger effect | inhibition, % at 12.5 µM; hits with a dose series show IC50 in µM | 340,000 compounds, 0.3% hits; in the data active = a potency from the dose series; inconclusive = inhibition above about 27% without an active follow-up result; note: strong numbers were not always called active
# M. tuberculosis HTS = M. tuberculosis growth inhibition, HTS (AID 449762). 330,000 compounds, 0.59% hits. M. tuberculosis H37Rv growth inhibition, 7H9 media; higher % means a stronger effect. inhibition, % at 25 µM, or IC50 in µM where a hit was titrated; in the data active = a potency from the dose series; inconclusive = inhibition above about 70% without an active follow-up result;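 note: bacterial growth assessed after seven days of incubation; strong numbers were not always called active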
# VEEV TC-83 Vero 10K pilot screen = further read-out of VEEV TC-83 Vero, marked with its call; inhibition, %; measured here: 10K pilot screen inhibition
# The depositor's hits bear a star; i = inactive; ? = inconclusive; nt = not tested or not shown.
SMILES,Salmonella PhoP GFP,M. tuberculosis,VEEV TC-83 Vero,influenza NS1A,M. tuberculosis HTS,others
Fc1cccc(CCN2CCNC[C@H]2Cc2cccc3ccccc23)c1,-5%,54%,4.5%,-3%,37µM*,
COc1ccc(CN2CCN(CCCc3ccccc3)C(CCO)C2)c(OC)c1 (stereo unspecified),13%,14%,i,2%,0%,
CC(=O)Cn1c(N2CCC(Cc3ccccc3)CC2)nc2c1c(=O)[nH]c(=O)n2C,-5%,-9%,i,0%,1%,
O=C(NC1CCCN(Cc2ccc(Cl)cc2)C1)c1cccc(F)c1 (stereo unspecified),-6%,?,i,-1%,7%,
Cc1ccc(S(=O)(=O)Nc2ccc3c(c2)nc2n3CCN(Cc3ccccc3)C2)cc1,1%,29%,i,-1%,43%,
COc1ccc(CCNc2nc(C)cc(C)n2)cc1OC,-3%,-3%,0.7%,-3%,1%,
COc1ccccc1CNC(=O)C1CCN(S(=O)(=O)c2cccc([N+](=O)[O-])c2)CC1,9%,-4%,0.6%,-15%,3%,
CN1CCN(C(=O)/C=C\c2ccc(Cl)cc2)CC1,9%,5%,0.8%,-2%,-4%,
COc1ccccc1OCCCN1C(=O)C(=O)c2cccc(C)c21,12%,25%,2.4%,5%,-3%,
O=C1Nc2ccc(Cl)cc2[C@@](C#CC2CC2)(C(F)(F)F)O1,12%,16%,nt,nt,12%,
Cc1cc(NC(=O)CCC(=O)N(Cc2ccccc2)C2(C(=O)NC3CCCCC3)CCCC2)no1,-7%,25%,5.5%,5%,12%,VEEV TC-83 Vero 10K pilot screen=0.1
CC(=O)N1CCN(C(=O)COC(=O)c2oc3ccccc3c2C)CC1,nt,2%,1.1%,-3%,-7%,
CCC(=C(c1ccc(OC)cc1)c1ccc(OC)cc1)c1cn(CC(O)CN(CCO)CCO)c2ccccc12 (stereo unspecified),2%,44%,i,10%,?,
CCN(CC)S(=O)(=O)c1cc(C(=O)Nc2cc(C)[nH]n2)ccc1Cl,-4%,11%,0.6%,16%,3%,
Cc1ccc(C)c(CSC2=NCCN2C(=O)c2cccs2)c1,-16%,28%,1.0%,7%,-2%,
CCC(CC)COC(=O)C1=C(C)NC(=O)NC1c1ccc(N(C)C)cc1 (stereo unspecified),-5%,18%,3.3%,12%,9%,
Cc1ccc(C(=O)Nc2cccc(C(F)(F)F)c2)cc1Nc1cnccn1,-27%,24%,1.2%,4%,1%,
CC(=O)Nc1ccc(S(=O)(=O)Nc2ccc(Cc3ccncc3)cc2)cc1,2%,-19%,3.8%,-5%,-2%,
Fc1ccc(CSc2ccc(-c3ccco3)nn2)cc1,7%,64%,1.4%,5%,2%,
COC(=NC(C)C)NC(C)C,0%,-7%,nt,nt,0%,
COc1ccc(N=Cc2cc(Cc3ccccc3Cl)cc([N+](=O)[O-])c2O)cc1OC,-5%,?,1.8%,-12%,4%,VEEV TC-83 Vero 10K pilot screen=3.0
O=C(NNC1=C(C(=O)C(F)(F)F)CCC1)c1cccc(Cl)c1,-7%,?,i,1%,21%,VEEV TC-83 Vero 10K pilot screen=0.6
Cc1c(NC(=S)N/N=C/C=C/c2ccccc2)c(=O)n(-c2ccccc2)n1C,3%,4%,2.1%,11%,-5%,
COc1ccc2c(=O)c(-c3cnn(-c4ccccc4)c3)c(C)oc2c1,5%,21%,0.3%,-4%,2%,
COCCOC(=O)C1=C(C)NC2(O)c3ccccc3C(=O)C12O (stereo unspecified),-8%,-17%,0.2%,7%,3%,
CCN(CC)S(=O)(=O)c1ccc(C(C)NC(=O)C2CCCN2C(=O)c2cccs2)cc1 (stereo unspecified),nt,5%,1.9%,-3%,-2%,
COCCCNC(=O)/C(C#N)=C/c1cc(C)[nH]c1C,1%,0%,3.1%,2%,6%,
Clc1ccc(-c2cnc(Oc3ccccc3)nc2)cc1,-5%,16%,8.6%,-1%,7%,
CCCn1c2c(c(O)c(C(=O)Nc3nccs3)c1=O)CCCC2,-21%,5%,6.8%,0%,-3%,
O=C(CCCN1C(=O)/C(=C\c2cccs2)SC1=S)NNC(=O)c1cccnc1,-11%,-2%,3.5%,7%,-4%,
CC(C)CNC(=O)NC(=O)COC(=O)c1ccccc1Sc1ccc(C(F)(F)F)cc1[N+](=O)[O-],-10%,-10%,0.8%,-5%,15%,
O=C(c1ccccc1)c1ccc(OC(=O)N2CCOCC2)cc1,5%,-7%,i,-3%,-4%,
O=C(Nc1cc(-c2ccccc2)nn1-c1c(Cl)cccc1Cl)c1ccc(F)cc1,nt,12%,2.6%,1%,5%,
CCCCC(Sc1nc(N)c(NC(=O)c2ccco2)c(=O)[nH]1)C(=O)O (stereo unspecified),-8%,6%,0.1%,0%,2%,
CCOc1ccc(/C=C2\SC(N3CCCCC3)=NC2=O)cc1,-6%,16%,1.4%,0%,9%,
CC(/C=N/n1c(-c2cc(C)[nH]n2)n[nH]c1=S)=C\c1ccccc1,4%,-10%,9.9%,0%,-2%,
Cc1ccc(-c2cc(=O)c3cc(Cl)ccc3[nH]2)cc1,1%,-13%,nt,nt,0%,
Cc1onc(-c2c(Cl)cccc2Cl)c1C(=O)NCCc1ccc(S(N)(=O)=O)cc1,2%,0%,2.0%,-2%,-8%,
CCOC(=O)CN1C(=O)N(CC)C(C)=C(C(=O)OC)[C@@H]1c1ccccc1,2%,7%,0.3%,-19%,-4%,
CCC(C(=O)OCC(=O)Nc1cc(OC)ccc1OC)c1ccccc1 (stereo unspecified),2%,34%,1.1%,-1%,4%,
CC1Cc2ccccc2N1S(=O)(=O)c1cccc(C(=O)N2CCN(c3ncccn3)CC2)c1 (stereo unspecified),7%,25%,2.1µM*,-10%,53%,
Cc1[nH]nc2c1C(=O)CC(C)(C)C2,-8%,-6%,i,-6%,0%,
C[n+]1ccc(/C=C/c2cccs2)cc1,6%,6%,0.1%,13%,-2%,
CCc1ccc(N/C(SCc2ccccc2C)=C(/C#N)C(=O)NCc2ccco2)cc1,-9%,14%,i,-7%,7%,
CCOC(=O)c1c(C)c(C(=O)NCCN2CCOCC2)c(C)n1C,-16%,-18%,1.4%,-5%,-3%,
Cc1ccc(N=Nc2c(N)[nH]n3c(=O)cc(-c4ccccc4)nc23)cc1,11%,?,9.1%,-5%,?,
Cc1ccc(/C=N/n2c(-c3ccc(Cl)cc3)n[nH]c2=S)o1,19%,13%,3.9%,2%,3%,
COC(=O)C1=C(C)Nc2c(c(=O)n(C)c(=O)n2C)C1c1ccc(Cl)cc1 (stereo unspecified),0%,1%,0.7%,-6%,2%,
Cc1nc2nc[nH]n2c(=O)c1C/C=C/c1ccccc1,1%,34%,3.5%,-16%,-1%,
Cc1cccc(NC(=O)CNC(=O)Cc2ccc(S(=O)(=O)N3CCOCC3)s2)c1C,nt,-14%,6.5%,-2%,-7%,

# Next section:
SMILES,Salmonella PhoP GFP,M. tuberculosis,VEEV TC-83 Vero,influenza NS1A,M. tuberculosis HTS,others
COC(=O)CC(c1ccc(C(C)C)cc1)n1cccc1 (stereo unspecified),0%,44%,0.8%,-2%,5%,
COc1ccccc1C(=O)N/C(=C\c1cn(C)c2ccccc12)C(=O)NCCCN1CCOCC1,3%,11%,1.2%,1%,-2%,
Cc1cc(C)n(C(CC(=O)N2CCc3ccccc3C2)C(=O)O)n1 (stereo unspecified),5%,7%,1.7%,0%,0%,
COc1cccc(NC(=O)Nc2cccnc2)c1,18%,-4%,i,-6%,1%,
O=C(Nc1ccc(S(=O)(=O)Nc2ncccn2)cc1)c1ccccc1NS(=O)(=O)c1ccc(F)cc1,-2%,35%,0.2%,3%,3%,
CCOc1ccc2ncc(S(=O)(=O)c3ccccc3)c(N3CCC4(CC3)OCCO4)c2c1,-11%,25%,nt,nt,-4%,
N#Cc1ccsc1NC(=O)CSc1nnc(-c2ccccc2)o1,-2%,51%,0.6%,3%,-9%,
COc1cc2ccccc2cc1C(=O)Nc1nc(C)c(C(C)=O)s1,21%,-18%,1.5%,6%,-2%,
CC(C)Cc1nc2oc3c(=O)[nH]cnc3c2c2c1CCCC2,-4%,6%,0.2%,-5%,nt,
CCOC(=O)c1cc(NC(=O)c2ccccc2)c(=O)n2c1oc1ccccc12,-9%,2%,1.6%,8%,-3%,
COC(=O)c1cc(CSc2nc3ccc(C)cc3[nH]2)oc1C,-1%,?,3.2%,-1%,-1%,
COc1ccccc1N1CCN(C(=O)c2ccc(Cn3c(=S)[nH]c4cc5c(cc4c3=O)OCO5)cc2)CC1,-3%,5%,8.0%,6%,32%,
C[C@]12CC[C@H](O)CC1=CCC1C2CC[C@@]2(C)C1CC[C@@H]2NC(=O)[C@@H](N)CO (stereo partly specified),nt,nt,0.5%,-2%,nt,
O=C(Nc1ncccc1O)c1ccc(S(=O)(=O)N2CCCC2)cc1,1%,-12%,1.4%,-3%,-6%,
COc1ccc(O)c(CNc2ccccc2F)c1,-1%,3%,0.8%,-5%,-4%,
O=C(Nc1ccccc1)N1CC=C(c2ccccc2)CC1,-1%,32%,nt,nt,6%,
COc1ccc(-c2cc(C(F)(F)F)nc(S(C)(=O)=O)n2)cc1,5%,2.9µM*,8.6%,1%,?,
CC(=O)N1c2ccc(S(=O)(=O)NCC3CCC(C(=O)NCc4ccccc4)CC3)cc2CC1C (stereo unspecified),-9%,15%,0.1%,3%,2%,
CN(C(=O)c1c[nH]c(=O)cc1C(F)(F)F)c1ccc(Cl)cc1,6%,-17%,i,2%,-9%,
Cc1ccc2nc(-c3ccc(NC(=S)NCC(C)(C)CN(C)C)cc3)sc2c1,nt,nt,15µM*,-11%,nt,
CCN(C(=O)COC(=O)c1c(NC(C)=O)sc(C)c1C)c1c(N)n(Cc2ccccc2)c(=O)[nH]c1=O,nt,nt,4.8%,-7%,nt,
Oc1oc(-c2ccc(Br)cc2)nc1C=Nc1ccc(Br)cn1,-7%,-3%,0.6%,-3%,10%,
COc1ccc(OC(C)C(=O)N2CCN(c3ccccn3)CC2)cc1 (stereo unspecified),0%,-20%,i,0%,-6%,
O=C(c1ccc2ncsc2c1)N1CCN(c2nc3ccccc3s2)CC1,-8%,-5%,8.1%,-6%,-1%,
CC(C)Oc1ccc(C(CC(=O)O)NC(=O)Cc2ccc(Cl)cc2)cc1 (stereo unspecified),-8%,-12%,i,-40%,0%,
Cc1cccc(Cn2c(=O)n(Cc3ccco3)c(=O)c3ccccc32)c1,7%,20%,6.0%,1%,-8%,
COc1cc(/C=N/N(C)c2ccccc2)cc(Cl)c1O,-8%,16%,2.6%,14%,95%,VEEV TC-83 Vero 10K pilot screen=3.8
COc1ccc2c(c1)-c1c(ssc1=S)C(C)(C)N2,-3%,18%,1.4%,23µM*,4%,
NNC(=O)c1csc(Cc2c(Cl)sc3ccc(Cl)cc23)n1,-1%,14%,0.1%,12%,5%,
C=CCn1c(CSc2nc3ccccc3s2)n[nH]c1=S,9%,-4%,8.2%,1%,6%,
CC1(c2ccccc2)NC(=O)N(CC(=O)Nc2ccc(N3CCOCC3)cc2N2CCOCC2)C1=O (stereo unspecified),5%,-1%,0.5%,-2%,-5%,
Cc1nc2ccc(NC(=O)N3CCCCC3)cc2nc1C,0%,-2%,1.4%,-2%,-4%,
COc1cc(-c2nc3n(n2)C(c2ccncc2)C(C(N)=O)=C(C)N3)cc(OC)c1OC (stereo unspecified),-7%,-15%,4.1%,6%,3%,
O=C(Nc1ccccc1C(F)(F)F)C1CC(=O)N(c2ccccc2F)C1 (stereo unspecified),-10%,-8%,0.4%,-8%,-11%,
Cc1ccc(S(=O)(=O)N2CCN(C(=O)CNC(=O)c3sc4ccccc4c3Cl)CC2)cc1,-8%,-10%,0.1%,7%,-3%,
Cc1ccc(S(=O)(=O)N(c2nc(NC(C)C)nc(NC(C)C)n2)n2cnnc2)cc1,1%,-4%,2.6%,-7%,7%,

# Rows are unselected. About 1.6% of those tested had a hit in this group.
